miR-122 sensor – miR-122 inhibition in Huh7 cells; Huh7 miR-122 Renilla luciferase sensor, 48 h; neutral wells = 0, positive control = 100; activation (reporter increase), % at 12.5 µM; 340,000 compounds, 0.3% hits; AID 602342;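 active = mean replicate activation score at least 90 and every replicate individually at or above 90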;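 note: higher luciferase means less miR-122 activity so hits act as miR-122 inhibitors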
The depositor's hits bear a star. Some of the compounds tested; rates above refer to the full screens.

SMILES	miR-122 sensor
Cc1c(C)c2c(C)nn(-c3ccccc3)c2[nH]c1=O	7
O=C(NCCCN1CCOCC1)c1ccc(CS(=O)(=O)Cc2ccccc2Cl)o1	0
O=C(NCCCN1CCOCC1)C1CC(=O)N(CCc2ccccc2)C1 (configuration not stated)	-3
CCN(CC)S(=O)(=O)c1cccc(NC(=O)CCNC(=O)NC23CC4CC(CC(C4)C2)C3)c1	1
O=C(O)c1cc2nc(-c3ccc(F)cc3)cc(C(F)(F)F)n2n1	1
CCCN1CCN(CCCNC(=O)C2CCN(c3nnc(-n4cccc4)s3)CC2)CC1	3
COC(=O)c1cc(-c2c(C)nn(-c3ccccc3)c2C)n[nH]1	8
COc1cccc(Nc2ncccc2C(=O)NCc2ccccc2)c1	12
O=C(CSc1nnc(-c2ccc(Cl)s2)o1)N1CCCc2ccccc21	-4
CC(C)c1nnc(NC(=O)CSc2ccccc2)s1	-5
O=c1cnn([C@@H]2O[C@H](CO)[C@@H](O)[C@H]2O)c(=O)[nH]1	-2
CCCCNc1nc(=S)[nH]c2cc(OC)c(OC)cc12	-12
O=C(c1ccc(COc2ccc(F)cc2)o1)n1cccn1	0
Cc1ccccc1NC(=S)NCc1cccs1	7
COC(=O)c1[nH]c2cccc(C)c2c1NC(=O)CN1CCN(C(=O)c2ccco2)CC1	3
O=C(Nc1ccncc1)c1cccs1	-9
COC(=O)c1c(C(C)=O)cnc2ccc(Br)cc12	-2
CNc1nnc(-c2cccc(N(C)C)c2)s1	-17
CC(=O)OCc1c(F)c(F)c(-n2nc(C)cc2C)c(F)c1F	-6
Cc1ccc(SCc2cc(-c3ccc(Cl)cc3)no2)cc1	-4
CCC(CN(C)C)Oc1cc(NCc2ccccc2)c2ncn(C(C)C)c2c1 (configuration not stated)	-5
Cc1cccc(-c2nnc(-c3cccc(NC(=O)Cc4cccs4)c3)o2)c1	-3
Nc1nnc(SCc2ccc(Cl)cc2)s1	-6
Cc1cc(C(F)(F)F)nn1CC(=O)NCC1CCCO1 (configuration not stated)	-9
COc1cc(CNC2CCCC2)cc(Cl)c1OCc1ccc(F)cc1	-6
COC(=O)C1=C2SC(C)C(=O)N2C(N)=C(C#N)C1c1ccc(OC)c(OC)c1 (configuration not stated)	34
COc1ccc(OC)c(NC(=O)CSc2ccc3ccccc3c2)c1	2
Cc1nnsc1NC(=O)OCc1ccccc1Cl	2
Cc1cc(N2CCOCC2)n2nc(C)c(-c3ccccc3)c2n1	-6
COc1ccc(C2/C=C\CN(C(=O)Nc3ccccc3-c3ccccc3)CC(=O)N2Cc2ccc(F)cc2)cc1 (configuration not stated)	9
COC(=O)CC1SC(=O)NC1=O (configuration not stated)	-1
O=C(CCc1nc(-c2ccccc2F)no1)NCc1ccco1	-2
CCNC(=S)N(Cc1ccc(OC)cc1)C1CC(=O)N(c2ccc(OCC)cc2)C1=O (configuration not stated)	3
O=C(CCc1ccc(S(=O)(=O)N2CCOCC2)cc1)Nc1nccs1	-1
CSc1nc2nc3c(c(=O)n2[nH]1)CCC3	-2
Cn1c(SCc2ccc(Cl)cc2)nc(C(F)(F)F)cc1=O	-5
Cc1cc(=O)[nH]c2n[nH]c(-c3ccccc3)c12	4
CC(=O)Nc1cc(-c2ccc(Cl)cc2)nn1-c1ccccc1	-3
Cc1ccc(OC(=O)CCC(=O)Nc2ccc(S(=O)(=O)Nc3cc(C)on3)cc2)cc1	-1
CCOc1ccc(NC(=O)CCC(=O)OC)cc1	-5
CC(=O)Oc1cccc(N2C(=O)CC(Nc3ccc(N4CCOCC4)cc3)C2=O)c1 (configuration not stated)	-3
COc1ccc(N(CC(=O)Nc2ccc(S(=O)(=O)N3CCOCC3)cc2)S(=O)(=O)c2ccccc2)cc1	0
Cc1ccc2[nH]c(C(=O)O)c(-c3ccccc3)c2c1	-20
Cc1cccc(C)c1OCc1n[nH]c(=S)o1	-1
COc1ccccc1-n1c(C)cc(C=O)c1C	-5
COC(=O)c1cc2nc(-c3ccc(OC)cc3)cc(C(F)(F)F)n2n1	-2
Cc1onc(-c2c(F)cccc2Cl)c1C(=O)NCC1COc2ccccc2O1 (configuration not stated)	-5
COc1cc(C(=O)Nc2nc3ccc4nc(C)sc4c3s2)cc(OC)c1OC	1
O=C(CSc1nnnn1Cc1ccccc1)NCCc1ccccc1	2
Cn1cccc1C(C(=O)NC1CCCCC1)N(C(=O)Cc1cccs1)c1ccc2c(c1)OCO2 (configuration not stated)	9
Cc1nnc2n(-c3ccccc3)c(=O)c3c4c(sc3n12)COC(C(C)C)C4 (configuration not stated)	-1
CCC(CO)Oc1cc(NCc2cccc(Cl)c2)c2ncn(C(C)C)c2c1 (configuration not stated)	5
CCCOC(=O)C1[C@H]2C(=O)N(CC3CCCO3)C[C@]23C=C[C@H]1O3 (some centres not stated)	-2
CC(C)(C)SCCNC(=O)COc1ccccc1	-1
CCN1CCN(C(=O)CN(C)S(=O)(=O)c2ccc(Cl)cc2)CC1	4
Cc1ccc2c(c1)[nH]c1c(=O)n(CCN3CCCCC3)cnc12	9
COc1ccc(CC(=O)Nc2cccc(/C(C)=N/NC(=O)c3cccc([N+](=O)[O-])c3)c2)cc1	6
CCOC(=O)C1=C(C)N(C)C(=O)NC1c1c(C)nn(-c2ccc(C)cc2)c1Cl (configuration not stated)	-2
CC(C)c1nc(=S)n(-c2ccccc2)[nH]1	-3
Nc1nc(CSc2nc3ccccc3[nH]2)cs1	9

The listing continues:
SMILES	miR-122 sensor
Cc1cc(NC(=O)C2(c3ccccc3)CCCC2)no1	-1
COc1cc(C)ccc1OCCCOc1cc(C)ccc1Cl	-1
COc1ccc2nc(/N=C(\N)NC(=O)C(C)(C)C)nc(C)c2c1	0
CCOC(=O)COc1ccc(C(=O)c2ccccc2)c(O)c1	-11
CCOc1ccc(NC(=S)/C(=C(\[O-])c2ccc(C)c([N+](=O)[O-])c2)[n+]2ccccc2)cc1	2
CCOc1cccc(NC(=O)Cc2cccs2)c1	1
COC(=O)c1ccccc1NC(=O)CN1CCC(n2nnc3cc(C(F)(F)F)ccc32)CC1	-1
O=C(NCCN1CCCCC1)Nc1ccc(F)c(Cl)c1	-4
CC(=O)Nc1ccc(S(=O)(=O)NCC2CCC(C(=O)NCCC(C)C)CC2)cc1 (configuration not stated)	-2
COc1cc(C=O)ccc1OCCOCCOc1ccc(Cl)cc1Cl	4
COC(=O)CSc1nc(C)c2ccc(OC)cc2n1	4
CCOC(=O)c1sc(NC(=O)CSc2nc3c(cc2C#N)CCCCC3)c(C#N)c1C	8
N#Cc1c(C(F)(F)F)cc(C2CC2)nc1N1CCCC1	-7
CCOC(=O)N1CCN(C(=O)CCC(=O)N2CCOc3ccc(C)cc32)CC1	12
CCCC(=O)N(c1ccc(OC)cc1)C1C=CS(=O)(=O)C1 (configuration not stated)	-6
COc1ccc(CC(C)N2CCN(Cc3ccccc3)CC2)cc1OC (configuration not stated)	2
O=C(Nc1ccc2c(c1)oc1ccccc12)C1CC1	18
COc1ccc(/C=C(/NC(=O)c2ccccc2)c2nc3ccccc3[nH]2)cc1OC	-1
C=CCn1c(SCC(=O)Nc2ccccc2C)nnc1-c1ccncc1	-2
Cc1cc2c(ccc3c2no[n+]3[O-])nn1	-4
COc1cc(NC(=O)c2ccc(Br)o2)c(C(=O)O)cc1OC	1
O=C1c2ccccc2C(=O)N1CCCP(=O)(O)CCc1ccccc1	4
CCOc1ccc(CCNC(=O)Cn2nc(C)n3cccc3c2=O)cc1OCC	3
CCn1c(SCC(=O)N2CCOCC2)nc2sc3c(c2c1=O)CCCC3	-8
C=CCNC(=O)c1snnc1-c1ccccc1	1
Cc1ccc(-c2nn(Cc3ccccc3)cc2/C=C/C(=O)O)cc1	-2
COc1ccc(C(=O)NCc2ccc(C)cc2)cc1S(=O)(=O)N1CCCc2ccccc21	21
CCOC(=O)C1CCN(C(=O)CSc2n[nH]c(=O)[nH]c2=O)CC1	-3
O=C(CSc1nnc(COc2ccccc2F)n1-c1ccccc1)NCc1ccco1	-6
Cc1ccc(CC(=O)N2CCN(c3cccc(C(F)(F)F)c3)CC2)cc1	-3
CC(C)N(C(=O)CSc1nc2ccccc2n1-c1ccccc1)C(C)C	7
C=CCOc1ccc(CNn2cn[nH]c2=S)cc1OCC	-2
CCn1nc(C)c(NC(=O)CSc2nnc(-c3ccco3)n2C)c1C	2
COc1ccc(C(=O)NCCc2nnc(SCC(=O)Nc3ccc(Br)cc3)n2C)cc1	-2
NC(=O)C1CCN(C(=O)C2c3ccccc3C(=O)N3CCc4ccccc4C23)CC1 (configuration not stated)	12
O=c1nc(/C=C/c2ccc(O)c(O)c2)oc2ccccc12	-11
CC(OC(=O)c1ccncc1)C(=O)Nc1cccc(Cl)c1 (configuration not stated)	-7
COc1ccc(NC(=O)c2ccc(-n3nc(C)c[n+]3[O-])cc2)cc1	-6
COc1ccc(C2=NN3C(=O)c4c(ccc(OC)c4OC)C3C2)cc1 (configuration not stated)	-4
CC(=O)N1CSCC1C(=O)O (configuration not stated)	-8
CCN1CCc2nc(NC(=O)C(c3ccccc3)c3ccccc3)sc2C1	2
CCc1c(O)cc2n(c1=O)-c1ccc(Cl)cc1C2(C)C	15
CCOc1ccc(NC(=O)CCN2CCN(c3ccccc3F)CC2)cc1	-11
CCCCOc1ccc(NC(=O)Cn2c(=O)ccc3c(C)cc(C)nc32)cc1	-1
O=C(OC1CCc2ccccc2C1=O)c1ccccc1O (configuration not stated)	6

For reference, part of the list above.
SMILES	miR-122 sensor
C=CCNC(=O)c1snnc1-c1ccccc1	1
Cc1ccc(-c2nn(Cc3ccccc3)cc2/C=C/C(=O)O)cc1	-2
COc1ccc(C(=O)NCc2ccc(C)cc2)cc1S(=O)(=O)N1CCCc2ccccc21	21
CCOC(=O)C1CCN(C(=O)CSc2n[nH]c(=O)[nH]c2=O)CC1	-3
O=C(CSc1nnc(COc2ccccc2F)n1-c1ccccc1)NCc1ccco1	-6
Cc1ccc(CC(=O)N2CCN(c3cccc(C(F)(F)F)c3)CC2)cc1	-3
CC(C)N(C(=O)CSc1nc2ccccc2n1-c1ccccc1)C(C)C	7
C=CCOc1ccc(CNn2cn[nH]c2=S)cc1OCC	-2
CCn1nc(C)c(NC(=O)CSc2nnc(-c3ccco3)n2C)c1C	2
COc1ccc(C(=O)NCCc2nnc(SCC(=O)Nc3ccc(Br)cc3)n2C)cc1	-2
NC(=O)C1CCN(C(=O)C2c3ccccc3C(=O)N3CCc4ccccc4C23)CC1 (configuration not stated)	12
O=c1nc(/C=C/c2ccc(O)c(O)c2)oc2ccccc12	-11
CC(OC(=O)c1ccncc1)C(=O)Nc1cccc(Cl)c1 (configuration not stated)	-7
COc1ccc(NC(=O)c2ccc(-n3nc(C)c[n+]3[O-])cc2)cc1	-6
COc1ccc(C2=NN3C(=O)c4c(ccc(OC)c4OC)C3C2)cc1 (configuration not stated)	-4
CC(=O)N1CSCC1C(=O)O (configuration not stated)	-8
CCN1CCc2nc(NC(=O)C(c3ccccc3)c3ccccc3)sc2C1	2
CCc1c(O)cc2n(c1=O)-c1ccc(Cl)cc1C2(C)C	15
CCOc1ccc(NC(=O)CCN2CCN(c3ccccc3F)CC2)cc1	-11
CCCCOc1ccc(NC(=O)Cn2c(=O)ccc3c(C)cc(C)nc32)cc1	-1
O=C(OC1CCc2ccccc2C1=O)c1ccccc1O (configuration not stated)	6

The list continues:
SMILES	miR-122 sensor
Cc1cc2cc(CNC(=O)c3ccc4c(c3)OCO4)ccc2n1C	2
Cc1ccccc1-n1cnnc1SCC(=O)N1CCN(c2ccccc2)CC1	-3
CCSc1nc(C2CC2)cc(-c2ccco2)c1C#N	-9
Cc1ccc(C(=O)NNC(=O)CSc2nnc3c(n2)[nH]c2ccc(C)cc23)cc1	-5
CC(=O)c1ccc(Oc2cc(C)nc(-n3nc(C)cc3C)n2)cc1	21
COc1cccc(C(=O)Nc2c3c(nn2-c2cccc(C)c2C)CS(=O)(=O)C3)c1OC	-4
CN1CCCN(CC(O)COCc2cccs2)CC1 (configuration not stated)	-3
CCOC(=O)C1=C(CN2CCCCC2)NC(=O)NC1c1cc(C)ccc1C (configuration not stated)	-1
CC1=CC(C)(C)Nc2cc(C)c(C)cc21	-10
COc1cccc(CSc2nnc(-c3ccc(F)cc3)o2)c1	2
O=C1c2ccccc2N2C(=O)c3ccccc3[C@H]2N1c1ccccc1	8
Cc1cc(=O)[nH]c(SCC(=O)Nc2nnc(CC(C)C)s2)n1	1
O=C1C2C3CCCC3=C3CCCC3C2C(=O)N1c1ccc(Cl)cc1 (configuration not stated)	3
CC(Sc1ccc(Cl)cc1)C(=O)NCC1CCCO1 (configuration not stated)	-3
Cc1sc2ncnc(NCC3(N4CCOCC4)CCCCC3)c2c1C	-6
CCNC(=O)COC(=O)c1cc(=O)[nH]c2ccccc12	0
CC(=O)c1c(N2CCOCC2)nc(=S)n(Cc2ccccc2)c1C	-4
COc1ccc(C(CC(=O)NCCCN2CCOCC2)NS(=O)(=O)c2ccc(C)cc2)cc1 (configuration not stated)	-3
O=C(Cn1cnc2ccccc2c1=O)NCC(=O)N1CCN(c2ccccn2)CC1	-5
O=S(=O)(CCc1nnc(-c2ccc(Br)cc2)o1)c1ccc(Cl)cc1	-5
Cn1ncc(C#N)c1NC(=O)C1CC(c2c(F)cccc2Cl)=NO1 (configuration not stated)	-2
CC(C)(Oc1ccc(Cl)cc1)C(=O)Nc1ccncc1	-1
CCOC(=O)c1ccc(NCC(O)COc2ccccc2)cc1 (configuration not stated)	-6
COc1ccc(CN2CCN(C(=O)C3CC(=O)N(C4CCCCCC4)C3)CC2)c(OC)c1OC (configuration not stated)	-3
O=C(NCc1ccccc1Cl)c1ccc2nc([C@H]3C[C@H](O)[C@@H](CO)O3)[nH]c2c1	-2
COC(=O)C1=C(C)NC(=O)CC1c1cc(Br)ccc1F (configuration not stated)	0
Cc1ccc(S(=O)(=O)N/N=C/c2ccc(C(=O)O)cc2)cc1	-3
COc1ccc(C(=O)COc2ccc(F)cc2)c(O)c1C	-3
O=c1c2ccccc2nnn1CSc1nnc(-c2ccc3c(c2)OCO3)o1	-1
Cc1cn(-c2cc(NC(=O)c3ccc(C)c(NC(=O)c4cccc(-c5cn[nH]c(=O)c5)c4)c3)cc(C(F)(F)F)c2)cn1	21
O=C(OCC1COc2ccccc2O1)c1c(F)cccc1F (configuration not stated)	-5
CCCS(=O)(=O)N1CCN(c2ccccc2F)CC1	-4
